sPLA2-III inh – Blocks human group III sPLA2 activity. QFRET BODIPY PC-A2 liposome hydrolysis, fluorescence. inhibition, % at 12.2 µM. 0.56% of 370,000 active. AID 743126;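 active = inhibition above mean plus 3 SD of compounds lying within the high and low control bounds, cut at about 19% in these data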;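 also: 0% = median of test compound wells and 100% = no enzyme DMSO wells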
Target sequence (Q9NZ20 whole entry, looked up): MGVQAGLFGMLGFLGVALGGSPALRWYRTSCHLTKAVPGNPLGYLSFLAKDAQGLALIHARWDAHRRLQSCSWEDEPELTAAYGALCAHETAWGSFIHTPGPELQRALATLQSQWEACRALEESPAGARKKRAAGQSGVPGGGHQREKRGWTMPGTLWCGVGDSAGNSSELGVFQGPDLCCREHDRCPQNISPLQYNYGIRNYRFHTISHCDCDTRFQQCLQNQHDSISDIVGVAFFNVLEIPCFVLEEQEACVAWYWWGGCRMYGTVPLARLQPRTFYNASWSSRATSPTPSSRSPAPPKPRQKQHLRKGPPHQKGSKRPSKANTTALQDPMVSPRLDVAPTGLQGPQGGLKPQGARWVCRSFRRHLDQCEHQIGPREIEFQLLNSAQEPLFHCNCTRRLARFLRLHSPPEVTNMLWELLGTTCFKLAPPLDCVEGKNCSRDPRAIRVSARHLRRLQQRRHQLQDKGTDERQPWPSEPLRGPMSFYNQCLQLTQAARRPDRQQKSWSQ
DAX1 inh-1 – NR0B1 (DAX1) inhibition | HEK293 Gal4-DAX1 luciferase reporter, luminescence | inhibition, % at 6.75 µM | 0.99% of 340,000 active | AID 504766;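 active = inhibition above the mean over all tested compounds plus 3 SD, cut at about 4.2% in these data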;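 also: 0% = DAX1-transfected cells with DMSO and 100% = empty-vector control cells with DMSO; inhibition shows as a rise in luminescence from relieved DAX1 repression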
ssDAF12 agonist – S. stercoralis DAF-12 activation, primary screen. HEK293 ssDAF-12/GRIP1 lit1-tk-luc reporter, luminescence; % of 3 µM dafachronic acid response. activation, % at 6.8 µM. 1% of 370,000 active. AID 652126;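 active = activation above the mean over all tested compounds plus 3 SD, cut at about 0.9% in these data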;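 also: 0% = DMSO-only wells and 100% = 3 µM delta7-dafachronic acid wells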
ADAM17 inh – inhibits human ADAM17; P78536; recombinant ADAM17, EDANS/DABCYL FRET peptide cleavage; inhibition, % at 6.95 µM; 0.83% of 370,000 active;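 active = inhibition above the mean of compounds lying between control limits plus 3 SD, set per campaign, cut at about 8.5% in these data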;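 also: 0% = DMSO-only wells as the low control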
Target sequence (P78536 215-824 limits assumed): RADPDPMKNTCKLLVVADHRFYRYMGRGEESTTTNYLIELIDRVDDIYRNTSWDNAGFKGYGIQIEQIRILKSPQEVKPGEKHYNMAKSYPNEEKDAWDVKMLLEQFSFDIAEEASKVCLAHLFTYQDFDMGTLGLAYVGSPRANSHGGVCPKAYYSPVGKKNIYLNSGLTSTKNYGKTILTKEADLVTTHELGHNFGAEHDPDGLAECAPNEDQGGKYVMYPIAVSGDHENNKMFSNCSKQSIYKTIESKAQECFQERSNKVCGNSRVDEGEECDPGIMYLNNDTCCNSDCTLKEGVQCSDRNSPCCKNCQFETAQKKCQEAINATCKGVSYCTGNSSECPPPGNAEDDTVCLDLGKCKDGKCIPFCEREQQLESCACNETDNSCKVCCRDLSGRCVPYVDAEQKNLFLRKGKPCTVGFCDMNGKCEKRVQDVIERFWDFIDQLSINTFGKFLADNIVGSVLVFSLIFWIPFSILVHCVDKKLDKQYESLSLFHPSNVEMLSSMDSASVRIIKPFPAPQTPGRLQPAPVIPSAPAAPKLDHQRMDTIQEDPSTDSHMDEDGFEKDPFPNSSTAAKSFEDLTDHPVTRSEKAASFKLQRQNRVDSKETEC
ADAM10 inh – inhibits human ADAM10; 0.62% of 370,000 active; recombinant ADAM10, EDANS/DABCYL FRET peptide cleavage, 3 h; inhibition, % at 7 µM;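 active = inhibition above a per-campaign cutoff equal to the mean of compounds falling between control-based bounds plus 3 SD, cut at about 20% in these data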;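 also: 0% = DMSO wells while the 100% control is not disclosed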
FXN GAA850 act – activators of GAA850 frataxin (FXN) promoter; HEK293 lucGAA850 FXN promoter luciferase reporter, 24 h; percent of 10 µM SAHA response; activation, % at 6 µM; 0.56% of 360,000 active;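 active = activation above the average of all compounds screened plus 3 SD, cutoff fixed separately per campaign, cut at about 7.5% in these data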;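 also: 0% = DMSO wells and 100% = 10 µM SAHA wells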
PLCg1 inh – blocks human PLC-gamma1 enzyme activity; P19174; purified PLC-gamma1, fluorogenic substrate, fluorescence; inhibition, % at 12.2 µM; 0.84% of 370,000 active; in the data active = inhibition above about 9.5%
hgDAF12 agonist – hgDAF-12 agonism, primary luciferase screen; HEK293 GAL4-hgDAF12 UAS-luciferase reporter, agonist luminescence; normalized to butyrate control; activation, % at 6.8 µM; 1.8% of 370,000 active; AID 687014;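 active = activation above a cutoff set at the mean of all screened compounds plus 3 SD, cut at about 10% in these data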;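 also: 0% = DMSO wells and 100% = sodium butyrate wells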
PLCb3 inh – PLC-beta3 (human) inhibition, primary screen; Q01970; Purified PLC-beta3, fluorogenic substrate, fluorescence; inhibition, % at 12.2 µM; 0.18% of 370,000 active; AID 720704; in the data active = inhibition above about 11%;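 also: 0% = median of compound wells on plate and 100% = full blocker control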
hcDAF12 agonist – H. contortus DAF-12 activation, primary screen. HEK293 hcDAF-12 lit1-tk-luc reporter, luminescence; 0% DMSO, 100% Δ7-dafachronic acid. activation, % at 6.8 µM. 1.4% of 370,000 active. AID 652067;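 active = activation above the mean of all tested compounds plus 3 SD, cut at about 5.5% in these data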;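 also: 100% = response to 3 µM Δ7-dafachronic acid high control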
DAX1 inh-2 – DAX1 (NR0B1) inhibition, primary screen. HEK293T StAR-luciferase reporter, SF-1/DAX-1 repression relief. inhibition, % at 6.8 µM. 1.1% of 370,000 active. AID 652010;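 active = inhibition above the mean over all tested compounds plus 3 SD, cut at about 3.6% in these data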;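 also: 0% = DAX-1 cells with DMSO and 100% = cells lacking DAX-1 with DMSO; higher inhibition means more luminescence from relief of DAX-1 repression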
* = called active by the depositor; i = inactive; x = no result given.

SMILES	FXN GAA850 act	PLCg1 inh	ADAM10 inh	DAX1 inh-1	hgDAF12 agonist	ssDAF12 agonist	hcDAF12 agonist	ADAM17 inh	PLCb3 inh	sPLA2-III inh	DAX1 inh-2
CCCCN(CCCC)CCC(O)c1cc2c(Cl)cc(Cl)cc2c2cc(C(F)(F)F)ccc12 (centres undefined)	3.3	5	7	-1.0	-2.4	-0.7	-1.1	0	3	-6	1.8
Cc1ccc(Nc2c(-c3ccc(N4CCOCC4)cc3)nc3ncccn23)cc1C	3.5	-98	-4	-0.2	0.2	-1.5	-2.2	-1	-117	4	0.4
CCOC(=O)c1nn(-c2ccccc2)c(=O)cc1OCC(=O)Nc1ccccc1OCC	1.1	2	-8	0.2	-0.2	0.3	2.5	1	-6	-4	-0.6
Cc1ccc(S(=O)(=O)N2CCCCC2)cc1NC(=O)Cc1cccs1	1.5	2	2	1.7	-0.3	-0.4	0.1	2	0	-4	-0.6
O=C(NCc1ccccn1)C(=O)N/N=C/c1ccccc1O	-0.5	0	-3	0.2	1.2	-0.9	-0.4	-5	-7	5	1.0
CC(=O)N/C(=C\c1ccc(C)cc1)C(=O)O	-0.6	1	-1	1.8	-1.1	-1.3	1.1	-4	0	-1	-0.1
C=CCn1c(SCC(=O)c2ccc(O)c(O)c2)nnc1-c1cccc(OC)c1	0.4	2	2	1.0	-0.9	-0.8	-1.8	0	3	-17	-0.7
Cc1c(NC(=O)COC(=O)/C=C/c2cccc(Br)c2)c(=O)n(-c2ccccc2)n1C	0.1	3	-1	0.4	-0.2	-1.4	0.0	3	-1	-7	0.5
O=C(CCC(=O)OCC(=O)c1ccc(Br)cc1)Nc1cccc2cccnc12	2.3	0	-7	-1.2	3.4	-0.8	0.9	-5	-4	10	-0.4
CC(=O)NC1=NN(C(C)=O)C(C)(CC(=O)OC(C)(C)C)S1 (centres undefined)	1.7	0	3	0.2	3.1	-1.2	-0.6	0	-4	1	-0.1
COC(=O)c1ccc(N2CCN(CCNC(=O)Nc3ccc(OC)cc3)CC2)cc1	-2.0	4	15	-1.3	-0.1	-1.4	-2.0	2	-115	6	-0.6
COc1ccc(/C=C(\CC(=O)O)c2nc3ccccc3s2)cc1O	0.5	-64	-31	0.1	5.4	-1.4	-0.1	-13	-92	-10	-0.1
Nc1ncc([N+](=O)[O-])cc1Br	0.4	3	3	1.0	5.3	-1.1	2.6	-2	-3	9	1.2
COCCOC(=O)c1c(NC(=O)CNCc2ccco2)sc(C(N)=O)c1C	1.9	-8	-5	-0.6	-4.0	-1.6	-0.1	-9	-16	-2	-0.1
Cc1ccc2c(CC(=O)NC3=NCCS3)coc2c1	1.6	-2	0	0.3	-0.5	-1.4	-0.4	0	-2	-11	-0.6

Pulled one by one from above (two):
SMILES	FXN GAA850 act	PLCg1 inh	ADAM10 inh	DAX1 inh-1	hgDAF12 agonist	ssDAF12 agonist	hcDAF12 agonist	ADAM17 inh	PLCb3 inh	sPLA2-III inh	DAX1 inh-2
COC(=O)c1ccc(N2CCN(CCNC(=O)Nc3ccc(OC)cc3)CC2)cc1	-2.0	4	15	-1.3	-0.1	-1.4	-2.0	2	-115	6	-0.6
CCOC(=O)c1nn(-c2ccccc2)c(=O)cc1OCC(=O)Nc1ccccc1OCC	1.1	2	-8	0.2	-0.2	0.3	2.5	1	-6	-4	-0.6

(continued)
SMILES	FXN GAA850 act	PLCg1 inh	ADAM10 inh	DAX1 inh-1	hgDAF12 agonist	ssDAF12 agonist	hcDAF12 agonist	ADAM17 inh	PLCb3 inh	sPLA2-III inh	DAX1 inh-2
CC(=O)c1cn(CC(=O)NCc2cccnc2)c2ccccc12	3.7	1	2	-0.6	-1.8	-1.6	-0.7	1	2	2	0.8
Cc1cccc(Nc2nc(N3CCOCC3)nc(N3CCOCC3)n2)c1	-0.3	2	5	-1.9	-3.5	-1.3	-3.0	-3	-6	8	0.0
O=C1/C(=C/c2ccncc2)SC(=S)N1C1CCCCC1	1.9	1	-4	-0.2	-0.9	-1.6	1.5	-4	4	3	-0.6
CCCC1(CCC)NC(=O)N(CC(=O)N2CCN(C(=O)c3ccco3)CC2)C1=O	0.7	-1	-1	1.1	2.3	-0.4	-0.6	-5	0	-1	-0.5
O=C(NCc1ccccc1C(F)(F)F)C1CC(c2cc(C(F)(F)F)cc(C(F)(F)F)c2)=NO1 (centres undefined)	0.2	-1	-4	1.2	0.9	-1.3	0.5	-5	1	6	0.2
Nc1nc(SCC(=O)NCC2CCCO2)n[nH]1 (centres undefined)	-2.0	-4	1	2.0	-0.4	-0.1	-0.7	-2	-1	-3	1.4
CCOC(=O)c1[nH]c2ccc(OC)cc2c1NC(=O)c1ccc(OC)c(OC)c1	1.9	-22	2	-1.6	0.1	-0.5	-1.8	-1	-34	-13	-0.5
c1ccc(N2CCN(C3CCSC3)CC2)cc1 (centres undefined)	-0.6	4	0	-0.1	1.6	-1.3	1.5	-1	3	4	0.0
COCCSc1nnc(NC(=O)Cc2ccc(OC)cc2)s1	-0.3	2	8	-1.0	0.9	-1.9	-0.2	0	2	-6	-0.7
O=C(CSc1nnc(NC(=O)c2ccco2)s1)Nc1ccccc1	1.4	-7	0	2.6	7.2	-1.2	0.9	2	-13	1	1.2
COC(C(=O)NNS(=O)(=O)c1ccccc1[N+](=O)[O-])c1ccccc1 (centres undefined)	-1.0	1	2	0.9	-1.0	-0.8	0.4	-6	-4	9	-0.2
O=C(O)c1cc(-c2c[nH]c3ccccc23)nc2ccc3ccccc3c12	2.9	i	-185	0.1	4.4	0.4	9.1*	-52	i	-29	-0.1
O=S(=O)(Cc1ccccc1)N1CCN(C/C=C/c2ccccc2)CC1	-0.3	1	-2	0.6	-2.1	-1.1	-1.5	-3	8	-4	-0.5
CCOc1ccc(S(=O)(=O)Nc2cccc(C(=O)N3CC(C)OC(C)C3)c2)cc1 (centres undefined)	0.0	5	-5	-2.3	-1.8	-1.1	-1.0	1	-3	-5	-2.4
COc1ccc(-c2nc3cccc(C)n3c2NCC2CCCO2)cc1O (centres undefined)	-0.3	i	i	0.2	3.0	-1.7	1.8	-188	i	-2	-0.8
COc1ccc(S(=O)(=O)Nc2ccc3c(c2)C(=O)N([C@H](C)CO)C[C@H](C)[C@@H](CN(C)C(=O)Nc2ccccc2)O3)cc1	-0.2	-2	0	0.5	1.0	-0.9	-1.5	-1	0	-7	-0.2
COc1ccc(CN2C(=O)N3Cc4ccc(C)cc4C3CS2(=O)=O)cc1 (centres undefined)	x	0	3	x	0.8	-1.2	0.2	2	1	8	-0.7
CCCN(CC(=O)Nc1ccccc1Br)CC(=O)Nc1ccc(F)c(F)c1F	0.5	2	3	-0.6	1.1	-1.1	-1.6	0	3	-1	-0.2
CCCC(=O)N(CCN1CCOCC1)c1nc2ccc(OCC)cc2s1	-0.1	0	-3	-0.1	-0.2	-1.2	-1.9	4	2	4	-1.9
O=C(NN1C(=O)C2C(C1=O)C1C=CC2C12CC2)c1ccncc1 (centres undefined)	0.1	-1	3	2.1	-1.7	-0.8	-2.0	-7	-2	8	0.2
CS(=O)(=O)c1ccc(S(=O)(=O)NCC2CCN(C(=O)C(=O)c3cc4ccccc4o3)CC2)cc1	x	-4	1	x	0.4	-1.1	-0.7	1	0	-18	-0.8
COc1ccsc1NC(=O)OCc1ccc(Cl)cc1	5.0	0	0	0.6	4.7	-0.4	3.2	2	-5	-3	-0.1
COc1ccccc1CNC(=O)c1cnn2c(C(F)F)cc(C)nc12	4.5	-55	-29	-0.4	-3.0	-1.9	-3.0	-5	-66	10	0.2
Cc1ccc([N+](=O)[O-])cc1NC(=O)CNC1CCCCC1	1.3	6	4	-0.9	-3.4	-1.6	-1.1	0	-4	4	-0.1
COc1cccc(Cn2c(Cn3c(-c4cnccn4)nc4ccccc43)nc3ccccc32)c1	x	-6	-8	x	0.3	-1.3	-0.8	-2	-19	10	-1.0
CC(OC(=O)c1cc[n+]([O-])cc1)C(=O)NCc1ccccc1 (centres undefined)	-0.3	-1	-3	4.7*	2.5	-0.7	0.1	-3	-7	5	-1.0
COC(=O)CSc1nc2sc3c(c2c(=O)n1-c1ccc(OC)cc1)CCN(C)C3	0.8	-42	-13	-0.5	4.0	-0.7	2.1	-7	-59	-2	-0.3
CN(C)S(=O)(=O)c1cccc(C(=O)Nc2cc(S(=O)(=O)N3CCOCC3)ccc2N2CCCC2)c1	2.1	-5	0	-0.2	6.9	-1.8	0.0	0	-7	-3	-1.7
O=S(=O)(Nc1c(F)cccc1F)c1ccc2c(c1)OCCO2	1.1	4	-8	0.6	0.2	-0.2	-1.2	-4	1	7	-0.2
COCCNC(=O)C1CC(c2cccc(F)c2)=NO1 (centres undefined)	-0.6	0	-8	2.0	-0.1	-1.1	-2.4	-6	0	1	0.3
CCS(=O)(=O)N1CCCC(C(=O)NC2CCCC2)C1 (centres undefined)	-2.2	0	-7	0.7	-1.1	-1.1	-0.8	-6	-2	-5	0.6
CC(C)c1ccc(/C=N/n2cnnc2)cc1	-0.1	1	6	1.9	-0.1	-0.9	-0.5	-2	-4	-4	-0.4
CC(=NNC(=O)CSc1nnc(-c2ccccc2)n1-c1ccccc1)c1cccc([N+](=O)[O-])c1	x	0	4	x	-2.6	-1.8	-3.7	2	0	-10	-1.7
CN(CC(=O)Nc1ccccc1Cl)C(=O)c1ccc(N2CCCCCC2)c([N+](=O)[O-])c1	-5.2	-4	0	0.3	-3.7	-2.3	-3.0	0	-7	-9	-2.8
O=C(Nc1ccc(N2CCOCC2)cc1N1CCOCC1)c1cccs1	0.4	0	-7	0.5	-0.7	-1.4	0.0	1	1	-4	-0.7
O=C(NCc1cccs1)C(Cc1ccccc1)NS(=O)(=O)c1cccs1 (centres undefined)	-1.4	-2	-17	-0.1	0.2	-0.4	-1.9	-2	-5	-9	0.0
COC(=O)[C@H](Cc1ccccc1)NC(=O)Cn1ccc(NC(=O)OCc2ccccc2)nc1=O	1.1	-1	-3	-0.7	-0.5	-1.4	-1.6	-5	2	1	-0.2
CCn1cc(CN2CCC(C(=O)Nc3cccc(-c4cscn4)c3)CC2)cn1	0.6	0	2	0.2	-2.1	-0.5	0.2	-2	-3	-4	0.0
COC(=O)c1ccc2nc(-c3ccco3)c(Cc3ccsc3)n2c1	x	-25	-35	x	1.1	-0.7	2.3	-10	-33	-7	-0.7
O=C(COc1ccccc1)N1CCN(S(=O)(=O)c2ccc(Br)cc2)CC1	1.8	2	6	-0.7	-1.8	-0.4	-0.1	-4	-6	5	-0.1
O=C(O)CCN1C(=O)C2CCCCC2C1=O (centres undefined)	-0.7	-1	-1	-0.1	0.7	-1.4	-0.7	-4	0	-4	0.1
CCc1nc2sc3c(O)cc(=O)[nH]c3c2cc1C	1.0	-3	-15	-0.4	-1.2	-0.2	-0.8	-2	-3	2	0.5
O=C(CCc1ccccc1)NNC(=O)Nc1ccc(F)c(Cl)c1	0.8	1	5	0.1	0.3	-1.2	0.3	0	-10	-8	0.2
COc1cccc(-c2nn(Cc3ccccc3)cc2CO)c1	3.1	0	9	0.0	4.9	-0.6	-1.4	-2	0	-1	0.4
